JMJD2A Tudor inh – inhibitors of human JMJD2A Tudor domain | 390,000 compounds, 4.4% hits | Potency, µM (titrated, usually from 114 µM), for inactives: top-dose activity change, negative = inhibition, most hits filed as inhibitors | AlphaScreen JMJD2A-Tudor / H3K4me3 peptide binding | AID 504339 | O75164; also: % is scaled to controls: 0 for no effect and ±100 for the full control effect; nearly all actives have a fitted effect of over 50% in size
BLM inh – inhibitors of human Bloom syndrome helicase BLM | recombinant BLM DNA unwinding, fluorescence dequenching | Potency, µM (titrated, usually from 56.1 µM), for the others: at the top dose activity change, negative = inhibition, usual class: inhibitors | 350,000 compounds, 0.2% hits | AID 2528;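 also: plate controls were vehicle for no effect and no enzyme for full effect; nearly all actives have a fitted effect of over 35% in size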
Pol eta inh – DNA polymerase eta (human) inhibition; recombinant Pol eta, fluorescent DNA replication assay; Potency, µM (highest dose often 114 µM), for the others: top-dose activity change, negative = inhibition, usual class: inhibitors; 390,000 compounds, 1.2% hits; also: % is scaled to controls: 0 for no effect and ±100 for the full control effect
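Fluorescent replication assay: 50 nM final substrate added after a 15 min room-temperature compound preincubation with 10 nM enzyme. Signal taken at 0 min and again at 10 min.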
POLK inh – DNA polymerase kappa (human) inhibition | Potency, µM (titrated, usually from 107 µM), inactives show top-dose activity, negative = inhibition, actives largely listed as inhibitors | purified Pol kappa, fluorescent DNA synthesis assay, 10 min | 400,000 compounds, 0.53% hits | Q9UBT6; also: % is scaled to controls: 0 for no effect and ±100 for the full control effect
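Here, compound and 10 nM enzyme are combined for 15 min at room temperature; adding 50 nM substrate (final) starts DNA synthesis, tracked by fluorescence at 0 and 10 min against buffer-only wells.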
BAZ2B block – BAZ2B (human) inhibition. Q9UIF8. AlphaScreen BAZ2B-H3K14Ac peptide displacement. Potency, µM (series often up to 114 µM), for the others: top-dose activity change, negative = inhibition, most hits filed as inhibitors. 360,000 compounds, 4.4% hits; also: % is scaled to controls: 0 for no effect and ±100 for the full control effect; nearly all actives have a fitted effect of over 60% in size
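AlphaScreen luminescence quantifies BAZ2B engagement of H3K14Ac peptide; the protein and biotinylated peptide are both at 50 nM final, buffer PBS pH 7.4 with 0.01% Tween-20, all steps at room temperature.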
Pol iota inh – blocks human DNA polymerase iota activity. 390,000 compounds, 1% hits. Potency, µM (titrated, usually from 115 µM), inactives show top-dose activity, negative = inhibition, actives largely listed as inhibitors. Pol iota fluorescent replication assay, 10 min
Target sequence (Q9UNA4 whole entry, looked up): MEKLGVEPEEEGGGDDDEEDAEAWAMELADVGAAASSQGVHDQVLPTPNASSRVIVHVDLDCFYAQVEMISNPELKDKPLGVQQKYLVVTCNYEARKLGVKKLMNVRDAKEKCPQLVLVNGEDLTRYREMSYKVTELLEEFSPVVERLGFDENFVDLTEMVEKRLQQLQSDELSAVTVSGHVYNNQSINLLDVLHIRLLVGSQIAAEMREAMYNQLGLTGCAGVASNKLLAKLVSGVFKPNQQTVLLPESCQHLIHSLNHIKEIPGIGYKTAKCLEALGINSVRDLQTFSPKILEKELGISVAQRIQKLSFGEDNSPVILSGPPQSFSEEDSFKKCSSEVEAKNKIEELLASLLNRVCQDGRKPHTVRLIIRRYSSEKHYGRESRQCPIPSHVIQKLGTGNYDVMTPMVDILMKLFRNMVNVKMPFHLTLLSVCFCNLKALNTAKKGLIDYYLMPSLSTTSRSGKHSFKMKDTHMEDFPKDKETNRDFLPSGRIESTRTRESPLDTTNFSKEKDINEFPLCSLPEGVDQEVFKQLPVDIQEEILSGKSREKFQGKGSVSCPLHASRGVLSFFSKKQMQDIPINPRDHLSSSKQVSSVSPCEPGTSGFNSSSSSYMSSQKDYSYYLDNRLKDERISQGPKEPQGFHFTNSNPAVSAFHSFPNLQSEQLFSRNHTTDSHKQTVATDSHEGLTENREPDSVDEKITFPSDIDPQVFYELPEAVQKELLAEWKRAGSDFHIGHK
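Fluorescent replication assay read twice, at 0 min and 10 min after adding 50 nM (final) substrate. Enzyme (10 nM) and compounds were first incubated 15 min at room temperature; enzyme-free buffer wells were negative controls.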
Pol beta inh – inhibitors of human DNA polymerase beta | AID 485314 | Pol beta primer extension/strand displacement, fluorescence kinetic | Potency, µM (doses to about 114 µM), for the others: top-dose activity change, negative = inhibition, hits mostly inhibitors | P06746 | 340,000 compounds, 1.3% hits; also: % is scaled to controls: 0 for no effect and ±100 for the full control effect
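Enzyme-only controls used 10 nM Pol beta; buffer lacking enzyme served as negative control. Compound preincubated 15 min, then 50 nM substrate added; 0 and 10 min reads at room temperature.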
G9a inh – G9a (human) methyltransferase inhibition; Q96KQ7; Potency, µM (doses to about 102 µM), without a hit: at the highest dose activity, negative = inhibition, actives largely listed as inhibitors; 350,000 compounds, 8.8% hits; G9a H3K9 monomethylation, AlphaScreen, 2 h; also: % is scaled to controls: 0 for no effect and ±100 for the full control effect; nearly all actives have a fitted effect of over 75% in size
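Methyltransferase reactions run at room temperature for 2 h (20 nM enzyme, 500 nM biotin-H3K9 peptide, 20 uM SAM) after a 15 min compound preincubation; product detected by AlphaScreen beads and anti-H3K9me1 antibody.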
APE1 inh – blocks human APE1 abasic DNA cleavage; AID 2517; 350,000 compounds, 0.35% hits; recombinant APE1, TAMRA/BHQ-2 abasic DNA cleavage fluorescence; Potency, µM (doses to about 65.8 µM), inactives show at the top dose activity change, negative = inhibition, most hits filed as inhibitors;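 also: plate controls were vehicle for no effect and reference inhibitor for full effect; nearly all actives have a fitted effect of over 55% in size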
Target sequence (P27695 whole entry, looked up): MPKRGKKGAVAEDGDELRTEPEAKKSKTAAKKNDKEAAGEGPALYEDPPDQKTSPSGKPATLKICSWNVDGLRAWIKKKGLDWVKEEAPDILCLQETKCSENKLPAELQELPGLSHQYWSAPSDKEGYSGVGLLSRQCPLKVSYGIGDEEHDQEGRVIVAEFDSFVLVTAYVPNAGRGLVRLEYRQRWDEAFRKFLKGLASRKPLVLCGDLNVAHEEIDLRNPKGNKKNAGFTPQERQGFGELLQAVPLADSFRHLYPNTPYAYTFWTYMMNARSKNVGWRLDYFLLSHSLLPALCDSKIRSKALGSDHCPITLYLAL
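Incision of a quenched TAMRA/BHQ-2 THF abasic-site duplex (50 nM) by 0.75 nM APE1, after 15 min compound preincubation, measured as fluorescence increase over three 60 s reads. Values normalized to buffer, DMSO and NSC13755 control wells.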
An asterisk follows results filed as active; u = inconclusive; x = no result given; [ ] = another dose, or the depositor's remark. Calls follow the shape of the dose curve; as a rule, active = well fitted curve in the direction sought with a large enough effect; inconclusive = small, poorly fitted or top-dose-only effect, or another doubt; inactive = no such curve, though single readings can be large; an effect the other way counts as inactive or inconclusive. Potency is read from the fitted curve at half-maximal effect. The list is partial, so the mix of outcomes need not match the whole.

Values run as follows: POLK inh	Pol eta inh	Pol iota inh	BLM inh	BAZ2B block	Pol beta inh	JMJD2A Tudor inh	APE1 inh	G9a inh
- Cc1ccc(Cn2c(C(CO)Nc3nc(-c4ccc(Cl)c([N+](=O)[O-])c4)cs3)nc3ccccc32)cc1 (stereo not given)
    -17%	-16%	10%	x	x	x	u	x	x
- Cc1cccc(NC2SC(=O)NC2=O)c1 (stereo not given)
    -14%	-7%	140%[activator]	-1%	u	67%	u	-8%	50µM*
- O=C(COC(=O)/C=C/c1ccccc1Cl)Nc1cccnc1Cl
    -3%	-6%	23%	x	x	x	-14%	31%	x
- Cc1cc(N2CCN(C)CC2)nc2ccc(NC(=O)CCC3CCCC3)cc12
    -5%	-8%	19%	-4%	u	-21%	-21%	5%	u
- Cc1c(CCO)c(=O)[nH]n1C(=O)c1c(F)cccc1F
    -5%	-6%	6%	-2%	-5%	-3%	-1%	-1%	7%[59 µM]
- COC(=O)c1ccncc1C(=O)Nc1ccc(OC)cc1
    0%	1%	18%	-4%	-9%	31%	-6%	-11%	8%
- COc1ccc(NC(=O)N2CCCC3(CCN(S(=O)(=O)c4ccccc4)CC3)C2)cc1
    1%[60.1 µM]	x	x	-3%	x	x	x	3%	4%[12.7 µM]
- COc1cccc(NC(=O)CSc2ncnc3c2cnn3Cc2ccccc2)c1
    u	-30%	-29%	-18%	1%	-15%	-19%	-2%	-7%[59 µM]
- COc1cc(/C=C/C(=O)OCC(=O)NCc2ccccc2OC)ccc1O
    -1%	-14%	-5%	x	0%	x	-8%	-4%	u
- COc1ccccc1NS(=O)(=O)c1ccc(Cl)c(NC(=O)CN2C(=O)c3ccccc3C2=O)c1
    -11%	-11%	1%	1%	-2%	13%	-12%	9%	12%[59 µM]
- COc1cc(CCC(=O)OCC(=O)Nc2c(C)cc(C)cc2C)cc(OC)c1OC
    -2%	-16%	2%	-2%	5%	0%	2%	u	19%[59 µM]
- O=C(COC(=O)CNS(=O)(=O)/C=C/c1ccccc1)Nc1cc(S(=O)(=O)N2CCCCC2)ccc1Cl
    -12%	-15%	-12%	-10%	-19%	3%	-10%	-3%	23%[12.7 µM]
- CN1C(C(=O)NCc2ccccc2)CC2Cn3c(nc4cc5ccccc5cc43)C21 (stereo not given)
    -7%	1%	10%	0%	-6%	-6%	-21%	0%	3%[12.7 µM]
- CCC(=O)Nc1nnc(SCC(=O)NCCc2ccc(OC)c(OC)c2)s1
    11%	-8%	33%	-7%	-17%	8%	-2%	0%	16%[12.7 µM]
- CCNc1ncc2nc(-c3cn(C)c4ccccc34)c(=O)n(C[C@H]3CCCO3)c2n1
    -1%[60.1 µM]	x	x	4%	x	x	x	3%	4%[0.501 µM]
- CCOC(=O)C1=C(CSc2nncn2C)NC(=O)NC1c1cc(OCC)ccc1OCC (stereo not given)
    3%	-22%	28%	-15%	-5%	9%	1%	0%	u
- CNC(=S)NNC(=O)c1sccc1C
    5%	-16%	21%	-4%	-25%	7%	-31%	-1%	-38%[59 µM]
- COc1cccc(NC(=O)Cn2c(=O)c3cccn3c3ccc(F)cc32)c1
    -1%	7%	6%	-1%	-12%	1%	-8%	x	-4%[59 µM]
- Clc1ccc(SCc2cn3cccnc3n2)cc1
    -4%	-3%	21%	-2%	4%	12%	-9%	16%	-2%
- CCCn1c(=O)c2ccccc2n2c(SC(C)C(N)=O)nnc12 (stereo not given)
    -9%	-16%	57%[activator]	-4%	2%	9%	-18%	21%	-11%
- Cc1cccc(NC(=O)Cn2c(=O)n(Cc3ccc4c(c3)OCO4)c(=O)c3oc4ccccc4c32)c1C
    1%	-18%	4%	0%	-16%	9%	-11%	x	-2%[59 µM]
- O=C(O)C1Cc2ccccc2CN1S(=O)(=O)c1ccc2ccccc2c1 (stereo not given)
    -23%	5.6µM*	u	-9%	50µM*	-25%	50µM*	u	7.9µM*
- CCOc1ccc(NC(=O)C2CCN(C(=O)N3CCOc4ccccc43)CC2)cc1
    -8%	-6%	-18%	0%	7%	10%	-20%	30%	20%
- O=C(NCCCNC(=O)c1ccc(-c2cccc(Cl)c2)o1)c1cnccn1
    7%	-18%	80%[activator]	-1%	-8%	1%	-11%	-9%	-1%
- O=S(=O)(NCC1CCCO1)c1ccc(S(=O)(=O)N2CCc3ccccc3C2)cc1 (stereo not given)
    1%	-2%	-3%	-2%	-34%	0%	-8%	22%	-18%[59 µM]
- c1ccc(Nc2nc(-c3ccccc3)ns2)cc1
    -1%	-18%	3%	-8%	1%	-7%	10%	51%[activator]	27%
- CN1CCN(C(=O)c2cnn(-c3cccc(Cl)c3)c2C2CCN(C(=O)OC(C)(C)C)CC2)CC1
    10%	5%	26%	1%	12%[57.1 µM]	27%	-6%	x	-25%[59 µM]
- COc1cccc(CN2CCN(C(=O)c3cc(-c4ccccn4)nc4ccc(Cl)cc34)CC2)c1
    -20%	-15%	158%[activator]	-12%	-30%	0%	-6%	3%	u
- Cc1ccc(NC(=O)n2ncc3c(C)cccc32)cc1F
    -21%	-17%	26%	-6%	2%	0%	-20%	34%	-4%
- COc1ccc(C2C(C(=O)OCC(=O)N3CCCCC3)CCC(=O)N2c2ccc(OC)cc2)cc1 (stereo not given)
    -2%	-3%	-4%	-1%	-11%	5%	2%	0%	45µM*

3 compounds from above, ordered by number of heavy atoms, ascending.
Values run as follows: POLK inh	Pol eta inh	Pol iota inh	BLM inh	BAZ2B block	Pol beta inh	JMJD2A Tudor inh	APE1 inh	G9a inh
- Clc1ccc(SCc2cn3cccnc3n2)cc1
    -4%	-3%	21%	-2%	4%	12%	-9%	16%	-2%
- CCCn1c(=O)c2ccccc2n2c(SC(C)C(N)=O)nnc12 (stereo not given)
    -9%	-16%	57%[activator]	-4%	2%	9%	-18%	21%	-11%
- CCOc1ccc(NC(=O)C2CCN(C(=O)N3CCOc4ccccc43)CC2)cc1
    -8%	-6%	-18%	0%	7%	10%	-20%	30%	20%

An excerpt of these results, with bars between the fields.
compound | POLK inh | Pol eta inh | Pol iota inh | BLM inh | BAZ2B block | Pol beta inh | JMJD2A Tudor inh | APE1 inh | G9a inh
COc1cccc(CN2CCN(C(=O)c3cc(-c4ccccn4)nc4ccc(Cl)cc34)CC2)c1 | -20% | -15% | 158%[activator] | -12% | -30% | 0% | -6% | 3% | u
CN1C(C(=O)NCc2ccccc2)CC2Cn3c(nc4cc5ccccc5cc43)C21 (stereo not given) | -7% | 1% | 10% | 0% | -6% | -6% | -21% | 0% | 3%[12.7 µM]

Continuation:
Values run as follows: POLK inh	Pol eta inh	Pol iota inh	BLM inh	BAZ2B block	Pol beta inh	JMJD2A Tudor inh	APE1 inh	G9a inh
- CCN(CC)S(=O)(=O)c1ccc(Nc2nc3ccccc3n3nnnc23)cc1
    -10%	-3%	-1%	-5%	5%	-22%	-15%	-1%	-30%[12.7 µM]
- COc1ccc(-c2nc3cnc(N4CCOCC4)nc3n(Cc3cccc(OC)c3)c2=O)cc1
    4%[60.1 µM]	x	x	2%	x	x	x	14%	14%[0.501 µM]
- Cc1cccc(C(=O)OCC(=O)NNC(=O)c2cccs2)c1O
    -12%	3%	12%	x	4%	x	-12%	-8%	-1%
- CCOc1ccc(NC(=O)CSc2nnc(Cc3csc(C)n3)o2)cc1
    0%	-3%	110%[activator]	0%	-24%	17%	-8%	53%[activator]	58%
- Cc1c(N=C2NC(=O)/C(=C/c3ccc(O)cc3)S2)c(=O)n(-c2ccccc2)n1C
    0%	-11%	-5%	-3%	1%	20%	-11%	0%	-2%[59 µM]
- O=C(C1CCCN(S(=O)(=O)c2cccc3nsnc23)C1)N1CCCCCC1 (stereo not given)
    -3%	-23%	25%	5%	-2%	4%	-12%	1%	-37%
- CCOC(=O)c1sc(-c2ccccc2)cc1NC(=O)Nc1ccccc1
    -10%	-21%	-3%	-13%	-7%	-1%	-16%	20%	33%[59 µM]
- CC(C)CNc1ncnc2c1sc1nc(N3CCOCC3)c3c(c12)CC(C)(C)OC3
    -2%	-14%	-2%	-1%	8%	35%	-10%	-4%	-8%
- COc1ccc(N2CCN(S(=O)(=O)Cc3ccccc3)CC2)cc1
    -5%	-21%	23%	-1%	1%	0%	-16%	-1%	u
- CCN1CCN(c2ccc(S(=O)(=O)N3CCOCC3)cc2NC(=O)c2ccc(OCC(C)C)cc2)CC1
    -1%	-13%	20%	x	x	x	u	x	x
- Cc1ccc(S(=O)(=O)Nc2nsc(N)n2)cc1
    -5%	5%	6%	-3%	-6%	34%	2%	4%	32µM*
- Cc1ccc2cccc(NC(=O)COc3cc(C)c(Cl)c(C)c3)c2n1
    8%	-6%	10%	-2%	-5%	-7%	-14%	x	-1%[59 µM]
- Cc1ccc(NC(=O)c2ccccc2F)c(NC(=O)c2ccccc2F)c1
    -15%	8%	13%	x	x	x	-17%	x	x
- O=C(CC1C(=O)NCCN1Cc1cccc(Oc2ccccc2)c1)NCCc1cscn1 (stereo not given)
    -6%	-4%	-8%	0%	-29%	0%	u	14%	18%[12.7 µM]
- Cc1noc(Cn2c(=O)c3cc4c(cc3n(CC(=O)Nc3ccc(C(C)C)cc3)c2=O)OCO4)n1
    -2%	-1%	-7%	-8%	-8%	-1%	-19%	x	-23%[59 µM]
- Cc1cc(C)cc(OC(C)C(=O)Nc2ccccc2C(=O)NCc2cccnc2)c1 (stereo not given)
    -3%	-16%	25%	-5%	-29%	31%	-25%	-6%	50µM*
- COC(=O)[C@@H](Cc1c[nH]c2ccccc12)NCc1cccc(B(O)O)c1
    17%	-11%	45%[activator]	x	x	x	-8%	x	x
- CN(C(=O)COC(=O)c1cnc(Cl)c(Cl)c1)C1CCS(=O)(=O)C1 (stereo not given)
    9%	1%	4%	-4%	3%	21%	1%	-5%	-3%
- COc1ccc(OCC(=O)NC(=S)Nc2ccc(S(=O)(=O)Nc3cc(C)on3)cc2)cc1
    -12%	-16%	9%	-1%	0%	-3%	-12%	6%	-7%
- Cc1ccc([N+](=O)[O-])c2c1C(N1CCCCC1)C(C)(C)O2 (stereo not given)
    -11%	2%	5%	-11%	-20%	14%	-3%	-5%	5%
- O=C(Nc1ccccc1)c1cc2ccc3ccccc3c2s1
    5%	-22%	48%[activator]	-1%	-13%	30%	-11%	8%	x
- CC(=O)Nc1ccc2nc(-c3ccncc3)[nH]c2c1
    -11%	-15%	9%	-4%	u	-1%	-25%	-4%	5%
- O=S(=O)(Nc1ccc(S(=O)(=O)N2CCOCC2)cc1)c1ccccc1
    1%	-14%	8%	-3%	-7%	2%	-2%	2%	4%[12.7 µM]
